# Source: PubChem BioAssay
# MEKK2mut PB1 HTS = signal of MEK5 binding to mutant human MEKK2 PB1 domain | bead flow cytometry, Alexa488-MEK5 binding to MEKK2 mutant | percent response, % at 10 µM | actives 0.35% (n = 290,000); in the data active means percent response above about 24%, passing the limit was not always enough; further: inactives centre near 1; some results filed as inactive read as strong as hits
# CRFBP-R2 agonist = CRF-BP/CRF-R2 complex agonism; activation, % at 13.2 µM; AID 588473; HEK293 CRF-R2/CRF-BP, calcium dye fluorescence (FLIPR); percent of saturating CRF peptide response; actives 0.46% (n = 350,000);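 active means activation of at least 50%, plus an integration ratio under a set limit after plate pattern correction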;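 further: plate controls were neutral control wells without compound for no effect and CRF at EC100 for full effect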
# DNA FID counter = fluorescent intercalator displacement, NS3 helicase counter-screen | DNA fluorescent intercalator displacement, fluorescence | inhibition, % at 7.9 µM | actives 0.17% (n = 290,000) | AID 1845; in the data active means inhibition above about 37%;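 further: 0% = vehicle and 100% = reference compound; higher means more ethidium bromide displaced from hairpin DNA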
# NS3 helicase inh = blocks Hepatitis C virus NS3 helicase unwinding; NS3 helicase DNA unwinding, Cy5 molecular beacon fluorescence; inhibition, % at 10.9 µM; actives 0.56% (n = 290,000); AID 1800;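 active means inhibition above the mean of all tested compounds plus 3 SD, set per campaign, cut at about 35% in these data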;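 further: 0% = DMSO wells and 100% = thioflavine S control wells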
#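 Material: hepatitis C virus NS3 helicase domain fragment enzyme; measured by: Cy5 fluorescence, 0 and 60 min reads; control set: DMSO and thioflavine S; incubation: 60 min unwinding reaction at 25 °C after ATP addition; read-out basis: % inhibition from 60/0 min fluorescence ratio, DMSO 0%, thioflavine S 100%; repeats: singlicate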
# CRFBP-R2 block = antagonists of CRF-binding protein/CRF-R2 receptor complex | HEK293 CRF-R2/CRF-BP, CRF-induced calcium fluorescence | inhibition, % at 11.8 µM | actives 0.59% (n = 350,000);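 active means inhibition of the ligand-induced calcium signal above about 50% at the single tested concentration, limit read from the data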
# GalR3 antagonist = antagonists of human GalR3; HEK293 GalR3-CNG cAMP membrane potential fluorescence; galR3 body fused to GalR1 C-terminus; actives 0.44% (n = 360,000); inhibition, % at 3 µM;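 active means inhibition above the screen-wide average plus 3 SD, cut at about 13% in these data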;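 further: forskolin and galanin both at EC90 stimulate the cells; cAMP rise reported by CNG channel membrane potential dye signal; 0% = forskolin plus galanin with DMSO and 100% = forskolin alone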
# Target sequence (O60755 1-299 limits assumed): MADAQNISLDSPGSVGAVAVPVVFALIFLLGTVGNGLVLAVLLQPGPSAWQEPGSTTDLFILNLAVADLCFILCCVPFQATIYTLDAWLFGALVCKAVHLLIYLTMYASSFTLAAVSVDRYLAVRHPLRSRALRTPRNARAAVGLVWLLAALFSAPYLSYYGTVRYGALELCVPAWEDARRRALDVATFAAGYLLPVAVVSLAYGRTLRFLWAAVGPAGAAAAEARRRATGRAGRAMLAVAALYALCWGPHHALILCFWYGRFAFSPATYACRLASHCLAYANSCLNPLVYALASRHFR
# MEKK3 PB1 HTS = raises or lowers MEK5 binding to the human MEKK3 PB1 domain; AID 1529; bead-based flow cytometry, Alexa488-MEK5 binding to MEKK3; actives lie on both sides; 0 = blocked by unlabeled MEK5, 100 = vehicle; Q99759; binding response (% of control), % at 10 µM; actives 1.4% (n = 290,000);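 active means binding response more than 3 SD above or below the average of its plate-row segment, actives on both sides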;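 further: Alexa488 bead fluorescence after subtracting the streptavidin-only scavenger bead signal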
# Target sequence (Q99759 whole entry, looked up, the tested form may be a part): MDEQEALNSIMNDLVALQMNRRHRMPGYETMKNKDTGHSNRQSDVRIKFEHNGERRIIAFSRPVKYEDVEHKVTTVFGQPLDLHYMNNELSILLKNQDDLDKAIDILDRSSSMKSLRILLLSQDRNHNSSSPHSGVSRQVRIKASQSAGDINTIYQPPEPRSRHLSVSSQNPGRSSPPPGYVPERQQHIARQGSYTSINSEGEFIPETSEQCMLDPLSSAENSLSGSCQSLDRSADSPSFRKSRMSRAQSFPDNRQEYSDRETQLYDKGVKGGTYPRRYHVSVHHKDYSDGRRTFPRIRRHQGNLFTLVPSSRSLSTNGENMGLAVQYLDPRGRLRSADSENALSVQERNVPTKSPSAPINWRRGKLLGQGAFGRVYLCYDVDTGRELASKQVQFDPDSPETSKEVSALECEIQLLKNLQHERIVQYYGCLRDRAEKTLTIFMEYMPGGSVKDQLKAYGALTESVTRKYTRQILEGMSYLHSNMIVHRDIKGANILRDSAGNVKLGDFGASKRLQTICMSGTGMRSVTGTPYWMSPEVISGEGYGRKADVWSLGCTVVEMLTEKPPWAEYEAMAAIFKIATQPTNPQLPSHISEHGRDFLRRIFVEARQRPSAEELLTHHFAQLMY
# MEKK2wt PB1 HTS = raises or lowers MEK5 binding to wildtype human MEKK2 PB1 domain. bead flow cytometry, Alexa488-MEK5 binding to MEKK2 WT; actives lie on both sides. binding response (% of control), % at 10 µM. actives 1.1% (n = 290,000). AID 1531; in the data active means binding response below about 67% or above about 130%
# SUMO HTRF inh = SUMOylation inhibition | inhibition, % at 35 µM | AID 2006 | HTRF SUMOylation assay, SAE1/SAE2 + UBC9, in vitro | actives 0.36% (n = 290,000) | P63279; in the data active means inhibition above about 50%, passing the limit was not always enough; further: strong numbers were not always called active
# Target sequence (P63279 whole entry, looked up): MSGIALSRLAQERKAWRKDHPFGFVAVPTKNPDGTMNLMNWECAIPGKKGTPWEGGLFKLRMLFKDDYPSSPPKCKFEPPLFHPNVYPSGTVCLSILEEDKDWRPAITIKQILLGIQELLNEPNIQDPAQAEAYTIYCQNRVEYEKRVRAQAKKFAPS
# * hit, by the source's call; nt = no result given; [ ] = remark or other dose. This is a subset; count on the stated rates, not on these rows.
SMILES,MEKK2mut PB1 HTS,CRFBP-R2 agonist,DNA FID counter,NS3 helicase inh,CRFBP-R2 block,GalR3 antagonist,MEKK3 PB1 HTS,MEKK2wt PB1 HTS,SUMO HTRF inh
O=C(/C=C/c1cccc(Cl)c1)NCCN1CCOCC1,-1,-0.1,3,9,-14,6,103,101,-2
CCOC(=O)N1CCN(CC(=O)Nc2nc3ccccc3s2)CC1,3,0.3,-26,-9,-5,-11,105,110,13
CCN(CC)S(=O)(=O)c1csc(C(=O)Nc2ccccn2)c1,4,0.8,-3,-1,-15,-4,101,107,7
COc1cccc(/C=C2\SC(=S)N(CC(=O)N(C)C3CCS(=O)(=O)C3)C2=O)c1 (stereo not drawn),-2,-1.0,-24,-26,1,1,98,102,-4
O=C(O)/C=C/C(=O)Nc1ccc(SC(F)(F)F)cc1,5,-3.3,4,-9,33,-6,115,98,-1
Cc1noc(NS(=O)(=O)c2ccc(NC(=O)C(C)(C)C)cc2)c1C,1,-1.6,-3,-7,-3,-3,102,103,6
CCOc1ccc(CC(=O)N/N=C/c2sccc2C)cc1,2,0.1,-36,-2,-1,-1,102,104,3
CCOC(=O)c1c(NC(N)=O)sc(C)c1C,-4,1.1,-1,-2,1,-3,101,99,-17
CN1CCN(C2CCN(c3cccc(Cl)c3)CC2)CC1CCO (stereo not drawn),12,-0.6,2,3,1,-2,105,114,8
C/C(=N\NC(=O)c1cccc([N+](=O)[O-])c1)c1ccncc1,-17,-0.6,2,-2,3,-5,49*[inhibitor],55,-4
Cc1cc(C)cc(N2C(=O)CCN(Cc3ccccc3)C2=O)c1,-20,-0.5,-7,2,-5,-4,89,96,14
CC(=O)Nc1ccc(NC(=S)NC(=O)/C=C/c2ccccc2)cc1,1,0.2,-9,0,0,-5,113,101,21
O=C(CN1C(=O)c2ccccc2S1(=O)=O)c1cccc(Br)c1,0,0.2,-3,1,-19,0,102,99,8
Cc1cc(-c2nc(C)c(C(=O)NNS(=O)(=O)c3ccc(Cl)cc3Cl)s2)no1,12,-1.5,-21,-10,3,2,101,101,-7
CN(C)S(=O)(=O)c1ccc(Cl)c(NC(=O)COC(=O)CN2C(=O)C3CCCCC3C2=O)c1 (stereo not drawn),-2,1.6,-14,4,-13,-1,96,94,9
CC(C)CNC(=O)COC(=O)C1c2ccccc2Oc2ccccc21,-1,-1.9,-27,0,-18,-11,95,95,0
O=C(/C=C\c1ccc(-c2cccc([N+](=O)[O-])c2)o1)N1CCOCC1,-11,1.0,-2,8,26,3,104,93,-5
Cc1[nH]n(C(N)=S)c(=O)c1N=Nc1cccc(Cl)c1,3,0.9,-8,58*,-7,0,105,105,-4
COCCNC(=O)/C(=C/c1ccccc1Cl)c1ccccc1,-4,-0.6,-11,0,-8,-4,95,97,4
N/C(=N\N=C/c1ccc(Br)cc1)N/N=C\c1ccc(Br)cc1,102*,0.4,0,-38,-5,-4,110,215*,-21
Cc1ccc(NC(=O)CNCC2CCCCC2)cc1S(=O)(=O)N(C)C,7,-0.8,10,0,9,-5,115,115,11
CCc1c(C)n([O-])c2c([n+]1=O)CCC2,6,-0.1,0,5,11,4,101,104,-2
COc1ccc(C2CC(c3ccc(OC)cc3)n3nc(NC(=O)c4cccs4)nc3N2)cc1 (stereo not drawn),7,-0.2,-16,-15,-8,0,103,102,1
CC(CCc1ccccc1)NCC(O)c1ccc(O)c(C(N)=O)c1 (stereo not drawn),6,1.3,10,-11,-2,-7,83,99,-3
Cc1c(Cc2ccccc2)sc(NC(=O)Cc2ccccc2)c1C(N)=O,3,0.9,-8,-8,-4,2,103,108,nt
# Later entries:
SMILES,MEKK2mut PB1 HTS,CRFBP-R2 agonist,DNA FID counter,NS3 helicase inh,CRFBP-R2 block,GalR3 antagonist,MEKK3 PB1 HTS,MEKK2wt PB1 HTS,SUMO HTRF inh
Cc1ccc(S(=O)(=O)NC2=NCN(CC(=O)O)CN2)cc1,13,-0.9,-4,5,2,-9,107,112,24
COC(=O)[C@@]1(Cc2ccc(F)cc2)[C@H]2c3cc(C(=O)N(C)C)n(Cc4c(CO)[nH]cc(C)c4=O)c3C[C@H]2CN1C(=O)c1ccccc1,3,16,-49,-14,-13,-7,104,92,29
CCC(=O)N1C(Cc2ccccc2)COC1(C)C (stereo not drawn),0,-2.9,4,-18,26,-10,102,103,-10
COc1ccc(/C=C2\SC(=S)N(CC(=O)N3CCN(C)CC3)C2=O)cc1,-3,-0.1,6,-17,5,-2,94,94,18
CC(=O)Oc1ccc(N(c2ccccc2)S(=O)(=O)c2ccc(C)cc2)cc1,-7,0.3,-18,17,22,-6,101,97,-13
C/C=C/C=C(/NC(=O)c1ccccc1)C(=O)Nc1ccccc1,0,-1.5,-3,2,-3,-1,101,104,-8
CN(CC(=O)O)S(=O)(=O)c1ccc2oc3ccccc3c2c1,12,0.1,-12,7,1,-8,106,110,3
O=C(CCCCCNc1nc(=S)[nH]c2ccccc12)NCc1ccccc1Cl,-9,nt,-6,7,nt,-6,108,92,18
COC(=O)c1ccc2nc(C)cc(Nc3ccc(N(C)C)cc3)c2c1,-1,-0.8,8,-6,0,-2,113,104,-14
CN(CC(=O)Nc1ccc(OC(F)(F)F)cc1)C1CCCCC1,10,3.5,13,-9,-22,-5,111,111,0
COCCNC(=O)C1CCN(Cc2cccc(OCc3ccccc3)c2)CC1,4,-0.3,3,9,10,-7,100,107,4
CNC(=O)CSc1nnc(-c2cccnc2)n1CCc1ccccc1,2,3.5,3,7,-3,-1,98,99,18
CC(CN1C(C)CCCC1C)OC(=O)c1ccc(Cl)cc1 (stereo not drawn),-13,1.6,4,-35,-12,-6,80,84,-3
Cc1cc(C)cc(N(CC(=O)N2CCC(C)CC2)S(=O)(=O)c2ccccc2)c1,12,1.1,-24,-2,-8,-6,105,107,16
COCC(=O)N1CCCC(C(=O)c2ccc(Oc3ccccc3)cc2)C1 (stereo not drawn),-11,-0.8,-29,-9,6,4,94,94,24
Cc1ccc(C)n1-c1ccc(C(=O)NN)s1,-3,-3.7,-5,24,3,0,96,98,9
Cc1cc(C)c2cc(C(=O)N3CCC(N4CCCCC4)CC3)[nH]c2c1,3,-0.6,7,-15,-2,-2,100,113,8
Fc1ccccc1Cn1nnc2c(NCCc3ccccn3)ncnc21,2,-1.4,-17,0,-9,-5,103,106,7
CCC(C(=O)N1CCOCC1)n1nc(C)n2c(cc3cc(C)ccc32)c1=O (stereo not drawn),-2,-0.8,-36,3,-4,3,99,101,11
Cn1nnnc1SCCNC(=O)C1CCC(=O)N(CCc2cccc(F)c2)C1 (stereo not drawn),9,2.9,-7,-5,-3,-7,102,98,1
Cc1ccc(C)c(NC(=S)/C(=C(\[O-])c2ccc(Cl)s2)[n+]2ccccc2)c1,-5,3.1,14,-4,-6,-3,98,94,2
COC(=O)CNC(=O)C1(C)C=CCN1C(=O)c1ccccc1 (stereo not drawn),1,-1.1,0,-18,3,-3,99,98,10
Cc1ccc(S(=O)(=O)N/N=C(\c2ccccc2)C2CC2)cc1,4,-3.1,-22,-6,4,-3,101,109,5
CCNS(=O)(=O)c1ccc(NC(=O)c2ccccc2SCCOC)cc1,-1,-3.0,-7,-3,18,-5,100,101,-19
COc1ccccc1/C=C1\SC(=O)N(CCC(=O)N(C)C2CCS(=O)(=O)C2)C1=O (stereo not drawn),0,-0.9,-49,0,-3,2,98,96,13

# In the list so far, these have a CF3 group:
SMILES,MEKK2mut PB1 HTS,CRFBP-R2 agonist,DNA FID counter,NS3 helicase inh,CRFBP-R2 block,GalR3 antagonist,MEKK3 PB1 HTS,MEKK2wt PB1 HTS,SUMO HTRF inh
O=C(O)/C=C/C(=O)Nc1ccc(SC(F)(F)F)cc1,5,-3.3,4,-9,33,-6,115,98,-1
CN(CC(=O)Nc1ccc(OC(F)(F)F)cc1)C1CCCCC1,10,3.5,13,-9,-22,-5,111,111,0

# Random excerpt: 3 records from the list, in no set order.
SMILES,MEKK2mut PB1 HTS,CRFBP-R2 agonist,DNA FID counter,NS3 helicase inh,CRFBP-R2 block,GalR3 antagonist,MEKK3 PB1 HTS,MEKK2wt PB1 HTS,SUMO HTRF inh
COCCNC(=O)C1CCN(Cc2cccc(OCc3ccccc3)c2)CC1,4,-0.3,3,9,10,-7,100,107,4
C/C=C/C=C(/NC(=O)c1ccccc1)C(=O)Nc1ccccc1,0,-1.5,-3,2,-3,-1,101,104,-8
COC(=O)[C@@]1(Cc2ccc(F)cc2)[C@H]2c3cc(C(=O)N(C)C)n(Cc4c(CO)[nH]cc(C)c4=O)c3C[C@H]2CN1C(=O)c1ccccc1,3,16,-49,-14,-13,-7,104,92,29

# Laid out differently: six of the compounds above.
# Order of results – MEKK2mut PB1 HTS	CRFBP-R2 agonist	DNA FID counter	NS3 helicase inh	CRFBP-R2 block	GalR3 antagonist	MEKK3 PB1 HTS	MEKK2wt PB1 HTS	SUMO HTRF inh
Cc1ccc(C)c(NC(=S)/C(=C(\[O-])c2ccc(Cl)s2)[n+]2ccccc2)c1
 : -5	3.1	14	-4	-6	-3	98	94	2
C/C=C/C=C(/NC(=O)c1ccccc1)C(=O)Nc1ccccc1
 : 0	-1.5	-3	2	-3	-1	101	104	-8
CNC(=O)CSc1nnc(-c2cccnc2)n1CCc1ccccc1
 : 2	3.5	3	7	-3	-1	98	99	18
CN(CC(=O)Nc1ccc(OC(F)(F)F)cc1)C1CCCCC1
 : 10	3.5	13	-9	-22	-5	111	111	0
CN(CC(=O)O)S(=O)(=O)c1ccc2oc3ccccc3c2c1
 : 12	0.1	-12	7	1	-8	106	110	3
COC(=O)CNC(=O)C1(C)C=CCN1C(=O)c1ccccc1 (stereo not drawn)
 : 1	-1.1	0	-18	3	-3	99	98	10

# (next part)
SMILES,MEKK2mut PB1 HTS,CRFBP-R2 agonist,DNA FID counter,NS3 helicase inh,CRFBP-R2 block,GalR3 antagonist,MEKK3 PB1 HTS,MEKK2wt PB1 HTS,SUMO HTRF inh
COc1ccc(CN(CCCN2CCOCC2)C(=O)Nc2ccccc2)cc1OC,7,-0.4,4,-2,0,-8,106,111,7
Cc1cccc(NC(=O)c2ccc3c(c2)OCCO3)c1,-2,0.6,-5,-14,-2,1,100,100,7
CCn1cnc2cc(NCc3cccs3)ccc21,0,0.5,-2,-5,5,-5,104,104,9
Cc1ccc(C(=O)Nc2ccc3c(c2)OCCO3)c(Cl)c1,1,-0.7,-6,1,-5,-11,105,106,-4
Clc1ccc(CSc2nnc3ccccn23)c(Cl)c1,-7,-0.6,-5,-3,2,3,99,97,2
CSC1=N/C(=C/c2cccnc2)C(=O)N1Cc1ccc(Cl)cc1,21,-1.7,-3,3,3,4,108,106,15
CNC(=S)N/N=C/c1ccc(-c2cccc(C(=O)O)c2)o1,-14,-1.6,-12,17,-3,-2,93,94,22
COc1ccc(CCNC(=O)C2CCCN(C(=O)c3ccc(Cl)cc3)C2)cc1 (stereo not drawn),8,0.0,-33,-3,0,-7,102,103,4
O=C(/C(=C/c1ccccc1)n1cncn1)c1ccc(Cl)cc1Cl,1,4.4,-9,2,-62,-2,101,103,-12
CN(C(=O)Nc1ccc(S(=O)(=O)N(C)C)cc1)C1CCCCC1,6,-0.6,-7,0,-14,0,120,114,-4

# With a hit mark in NS3 helicase inh (from the list above):
Molecule,MEKK2mut PB1 HTS,CRFBP-R2 agonist,NS3 helicase inh,CRFBP-R2 block,GalR3 antagonist,MEKK3 PB1 HTS,MEKK2wt PB1 HTS,SUMO HTRF inh
Cc1[nH]n(C(N)=S)c(=O)c1N=Nc1cccc(Cl)c1,3,0.9,58*,-7,0,105,105,-4
